TR SRC2 fluor cs – Texas Red fluorescence interference in TRb-SRC2 counter-screen; TRb/SRC2 Texas Red total fluorescence interference; Potency, µM (series often up to 106 µM), inactives show top-dose fluorescence change, negative = quenching; actives 0.29% (n = 280,000); AID 1479; active = well fitted curve in either direction with a large enough effect; inconclusive = small, poorly fitted or top-dose-only effect; also: potency is read from the fitted curve at half-maximal effect; % is scaled to controls: 0 for no effect and ±100 for the full control effect
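Human TRβ ligand-binding domain (0.6 uM) and Texas Red SRC2 peptide (20 nM) in Tris buffer with 1 uM T3 and 5% DMSO were incubated with pinned compound for 5 hr at ambient temperature. Total fluorescence was computed as S + 2P (555/632 nm).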
CBFb-RUNX1 inh – CBF-beta/RUNX1 interaction disruption; Q01196+Q13951; AlphaScreen CBFb-His/RUNX1-biotin binding, biochemical; Potency, µM (series often up to 59.8 µM), for the others: at the top dose activity, negative = inhibition, usual class: inhibitors; 230,000 tested, under 10 active; also: % of control where 0% means no effect
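Inhibition was taken as any reduction in AlphaScreen signal from the CBF-beta–RUNX1 pair (His and biotin tags, 30 nM each), measured after compound (15 min) and bead (90 min) incubations at room temperature.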
Tau fluor counter – counter-screen for tau fibril formation inhibitors; tau K18 P301L Alexa594 fluorescence, heparin fibrillization; Potency, µM (highest dose often 57.7 µM), for the others: at the top dose activity change, negative = decrease; actives 0.93% (n = 280,000); AID 1463; also: potency is read from the fitted curve at half-maximal effect; % is scaled to controls: 0 for no effect and ±100 for the full control effect; nearly all actives have a fitted effect of over 55% in size
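Human tau K18 P301L (15 uM unlabeled, 0.24 uM Alexa 594-labeled) in 100 mM sodium acetate pH 7 with 20 uM heparin, 6 hr at 37 C. ThT 30 uM added, 1 hr ambient; Alexa 594 FP and total fluorescence read at 555/632 nm.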
TRb SRC2 PPI – inhibitors of human thyroid hormone receptor beta-SRC2 interaction; P10828; TRbeta-SRC2 peptide binding, fluorescence polarization; receptor liganded with 1 µM T3; Potency, µM (highest dose often 106 µM), inactives show at the top dose activity change, negative = inhibition, most hits filed as inhibitors; actives 0.065% (n = 280,000); AID 1469;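 also: potency is read from the fitted curve at half-maximal effect; plate controls were bound peptide for no effect and peptide without receptor for full effect; nearly all actives have a fitted effect of over 50% in size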
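Polarization signal, normalized between peptide-alone and full complex controls, measured compound effects on T3-liganded human TRb LBD (0.6 uM) binding 20 nM Texas Red SRC2 peptide after 5 hr.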
NPSR antagonist – neuropeptide S receptor (human) antagonism, cAMP; Potency, µM (highest dose often 38.3 µM), inactives show top-dose activity change, negative = inhibition, usual class: inhibitors; actives 1% (n = 220,000); Q6W5P4; CHO-NPSR cells, cAMP TR-FRET, antagonist mode; also: potency is read from the fitted curve at half-maximal effect; % is scaled to controls: 0 for no effect and ±100 for the full control effect; nearly all actives have a fitted effect of over 50% in size; many of its hits are not listed in these tables
Target sequence (Q6W5P4 whole entry, looked up): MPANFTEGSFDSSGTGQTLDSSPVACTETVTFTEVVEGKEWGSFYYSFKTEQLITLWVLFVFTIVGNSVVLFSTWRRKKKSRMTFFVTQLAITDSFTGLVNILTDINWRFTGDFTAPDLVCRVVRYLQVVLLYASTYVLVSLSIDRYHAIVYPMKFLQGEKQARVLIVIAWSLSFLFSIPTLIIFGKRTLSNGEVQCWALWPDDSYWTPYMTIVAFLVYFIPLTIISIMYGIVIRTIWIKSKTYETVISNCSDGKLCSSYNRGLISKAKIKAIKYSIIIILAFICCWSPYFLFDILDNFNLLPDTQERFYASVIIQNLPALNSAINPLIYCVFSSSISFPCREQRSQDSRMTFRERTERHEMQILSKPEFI
Epigenetic reg – regulators of epigenetic silencing causing reporter derepression in mouse cells. actives 0.2% (n = 280,000). AID 1865. Potency, µM (highest dose often 53.9 µM), without a hit: at the highest dose GFP activation, hits mostly activators. murine LDR cells, GFP reporter derepression, 30 h; also: potency is read from the fitted curve at half-maximal effect; % of control where 0% means no effect; nearly all actives have a fitted effect of over 60% in size
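Reporter derepression read as number of fluorescent GFP-positive objects, 20-120 um in size, counted by laser-scanning cytometer. Mouse LDR line with an epigenetically silenced CMV-GFP locus; compound incubation 30 h, 37 C.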
GLA spleen mod – alpha-galactosidase A (human) modulation; P06280; human spleen homogenate, 4MU-alpha-Gal fluorescence, 40 min; Potency, µM (doses to about 80 µM), for the others: at the highest dose activity change, negative = inhibition, most hits filed as inhibitors; actives 0.008% (n = 240,000);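 also: potency is read from the fitted curve at half-maximal effect; 0% = enzyme with vehicle and -100% = no enzyme basal signal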
Target sequence (P06280 32-429 limits assumed): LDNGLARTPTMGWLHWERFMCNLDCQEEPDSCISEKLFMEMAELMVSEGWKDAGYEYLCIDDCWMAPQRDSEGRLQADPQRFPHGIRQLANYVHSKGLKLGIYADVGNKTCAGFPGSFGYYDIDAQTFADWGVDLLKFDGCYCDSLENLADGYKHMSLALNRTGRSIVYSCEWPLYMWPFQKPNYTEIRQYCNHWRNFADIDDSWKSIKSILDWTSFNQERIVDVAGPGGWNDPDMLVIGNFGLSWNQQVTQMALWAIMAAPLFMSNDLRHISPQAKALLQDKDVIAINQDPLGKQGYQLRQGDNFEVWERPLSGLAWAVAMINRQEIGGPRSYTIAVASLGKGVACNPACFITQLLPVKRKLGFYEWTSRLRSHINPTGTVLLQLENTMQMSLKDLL
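Human spleen homogenate (1 ug) as enzyme source, 4-methylumbelliferyl-alpha-D-galactopyranoside 1 mM final, citrate/phosphate pH 5.0 with 0.01% Tween-20. Compounds 40 min at 37C, NaOH/glycine stop; fluorescence Ex 365/Em 440, Hill-fit AC50.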
Tau fibril FP – inhibitors of human tau fibril formation. P10636. K18 P301L tau heparin fibrillization, Alexa594 FP, 6 h. Potency, µM (series often up to 57.7 µM), for inactives: at the top dose activity, negative = inhibition, hits mostly inhibitors. actives 0.39% (n = 280,000). AID 1468; also: potency is read from the fitted curve at half-maximal effect; % is scaled to controls: 0 for no effect and ±100 for the full control effect; nearly all actives have a fitted effect of over 55% in size
Target sequence (P10636 561-689 P618L limits assumed): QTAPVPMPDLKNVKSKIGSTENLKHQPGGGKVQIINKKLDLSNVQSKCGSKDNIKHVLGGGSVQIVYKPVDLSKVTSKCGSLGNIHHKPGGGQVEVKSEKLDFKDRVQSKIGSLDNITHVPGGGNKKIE
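K18 P301L tau (15 uM unlabeled/0.24 uM Alexa 594-labeled, final) + compound + heparin 20 uM final; 100 mM NaOAc pH 7; 6 hr 37 C; ThT 30 uM final added, 1 hr RT; FP ex 555/em 632 nm.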
The depositor's hits bear a star; u = inconclusive; x = no result given; & = joins results of further samples; [ ] = remark or other dose. Unless noted, calls follow the shape of the dose curve; as a rule, active = well fitted curve in the direction sought with a large enough effect; inconclusive = small, poorly fitted or top-dose-only effect, or another doubt; inactive = no such curve, though single readings can be large; an effect the other way counts as inactive or inconclusive.

SMILES	TR SRC2 fluor cs	CBFb-RUNX1 inh	Tau fluor counter	TRb SRC2 PPI	NPSR antagonist	Epigenetic reg	GLA spleen mod	Tau fibril FP
O=C(C1CCCN1S(=O)(=O)c1cccc2cccnc12)N1CCn2c1nc1ccccc12 (stereo not given)	-1%	2%	-5%	7%	12%	0.0%	3%	0%
COc1ccc(NC(=S)N(Cc2cccnc2)Cc2ccco2)cc1	1%	7%	-11%	-8%	-3%	6.4%	0%	1%
CC(Sc1nnc(-c2cccs2)n1-c1ccccc1)C(=O)NCc1ccc2c(c1)OCO2 (stereo not given)	0%	-5%	-9%	4%	-27%[46.1 µM]	0.0%	-1%	4%
NC(=O)CN1CCOCCOCCOCCOCCOCC1	-2%	1%	3%	-7%	1%[46.1 µM]	-1.2%	-15%	3%
CCOc1ccc2nc(Nc3nc4ccc(NC(C)=O)cc4s3)sc2c1	-20%	-29%	16µM*[quencher]	4%	-21%	u	-2%	18%
O=C(CCN1C(=O)c2ccccc2C1=O)N1CCN(c2ccccc2)CC1	1%	0%	0%	-1%	-7%[46.1 µM]	-1.0%	-1%	3%
Cc1ccc(/C=N/Nc2nc(Cl)c(Cl)cc2Cl)s1	-4%	3%	u	-9%	-20%[46.1 µM]	-2.6%	-8%	0%
O=[N+]([O-])c1cccc(NC(=S)N2CCc3ccccc3C2)c1	-9%	u	u	-8%	-52%	-0.4%	-8%	2%
CCOc1ccc(NC(=O)/C=C/c2ccccc2)c([N+](=O)[O-])c1	-2%	-22%	-16%	1%	-7%[46.1 µM]	u	6%	10%
O=C(Nc1ccc(C(=O)N2CCOCC2)cc1)c1cc(-c2cccnc2)nc2ccc(Br)cc12	-1%	-5%	u	-4%	-30%	1.3%	1%	u
Cc1c(NS(=O)(=O)c2ccc(N3CCN(C)CC3)c([N+](=O)[O-])c2)c(=O)n(-c2ccccc2)n1C	-1%	6%	7%	2%	4%	1.3%	2%	2%
CCc1nc2oc(C(=O)c3ccccc3)c(N)c2c2c1COC(C)(C)C2	-1%	5%	-10%	-3%	u	-5.3%	-1%	2%
O=C(CSc1nc2ccccc2n1Cc1c(F)cccc1Cl)N1CCN(c2ccc(F)cc2)CC1	u	x	-4%	-5%	x	u	x	2%
CCOc1cc(CNCCCN2CCOCC2)ccc1OCC(=O)NC(C)(C)C	0%[53 µM]	4%	0%	0%[53 µM]	-7%	-2.8%	-3%	-5%
Cc1cccc(NC(=O)c2sc3nc(N4CCOCC4)c4c(c3c2N)CC(C)(C)OC4)c1	-13%	x	-25%	-1%	x	3.7%	x	-2%
O=S(=O)(c1ccc(S(=O)(=O)N2CCN(C/C=C/c3ccccc3)CC2)cc1)N1CCCC1	4%	-6%	-3%	-4%	3%[46.1 µM]	-9.0%	-1%	-3%
CN(C)CCCOc1c2ccccc2n(Cc2ccccc2)[n+]1[O-]	-2%	20%	x	2%	x	x	13%	x
CCOC(=O)C(C)c1ccc2cc(OC)ccc2c1 (stereo not given)	0%	10%	-12%	-8%	-22%[46.1 µM]	-0.9%	7%	-5%
O=C(OC(c1ccccc1)c1nccc2ccccc12)c1cc([N+](=O)[O-])cc([N+](=O)[O-])c1 (stereo not given)	-1%	x	u	-1%	-20%[46.1 µM]	0.0%	-13%	13%
Cc1ccc(-n2c(-c3ccncc3)n[nH]c2=S)cc1C	-2%	-2%	-4%	-8%	-20%	-4.5%	-1%	3%
Cc1cc(C(=O)N/N=C/c2cc(Cl)cc([N+](=O)[O-])c2O)n[nH]1	-4%	u	u	-6%	-59%	4.2%	-2%	-11%
CC(=O)c1cccc(NC(=O)CSc2nnc3ccc(-c4ccc(Br)cc4)nn23)c1	1%	x	-17%	-2%	x	1.4%	x	u
Cc1ccc(CN2CCSc3ccc(C(=O)NCC(C)c4ccccc4)cc32)cc1 (stereo not given)	-3%	x	u	2%	x	11%	x	7%
Cc1ccc(C)c(CN2C(=O)c3ccccc3S(=O)c3ccc(C(=O)NCc4ccccc4Cl)cc32)c1 (stereo not given)	4%	x	-14%	-7%	x	-1.1%	x	-13%
COc1ccc(C2(C(=O)Nc3ccc(C(=O)N4CCOCC4)cc3)CCOCC2)cc1	-1%	0%	-9%	5%	-28%[7.67 µM]	0.4%	5%	-5%

(listing goes on)
SMILES	TR SRC2 fluor cs	CBFb-RUNX1 inh	Tau fluor counter	TRb SRC2 PPI	NPSR antagonist	Epigenetic reg	GLA spleen mod	Tau fibril FP
Cc1cc(-c2ccc(S(=O)(=O)Nc3ccccc3F)s2)on1	-2%	x	-6%	4%	x	6.7%	x	3%
CCOc1ccc(S(=O)(=O)N2CCN(C(=O)c3cc4c(s3)CCCC4)CC2)cc1	0%	1%	-7%	4%	-46%	0.0%	2%	14%
O=C(CSC1=N/C(=C/c2ccco2)C(=O)N1c1ccc(OC(F)F)cc1)NC1CCS(=O)(=O)C1 (stereo not given)	2%	-16%	-25%	11%	-8%	-4.2%	4%	u
c1ccc(-c2csc(NC3=NCCCCC3)n2)cc1	-13%	-2%	-7%	11%	-5%	0.0%	8%	13%
CCC12CN3CC(C)(CN(C1)C3c1ccc(O)cc1O)C2=O (stereo not given)	1%	x	-1%	-1%	x	-0.2%	x	4%
COc1ccc(-c2nc(CSc3nncn4c3cc3oc(C)cc34)c(C)o2)cc1	-1%	x	-10%	3%	x	-0.2%	x	5%
Cc1cc(=O)oc2cc(OC(=O)CCCCCN3C(=O)c4ccccc4C3=O)ccc12	-4%	1%	-21%	8%	-9%	0.0%	u	10%
CN1CCN(CCCNC(=O)Cn2nc(-c3ccccc3)ccc2=O)CC1	2%	2%	-2%	-13%	0%[46.1 µM]	0.0%	-7%	-4%
Cc1ccc(C(=O)N/C(=C/c2cn(-c3ccccc3)nc2-c2ccccc2)C(=O)O)cc1	3%	-3%	-10%	0%	8%	0.0%	3%	-3%
CC(=O)N1CCN(c2ccc(S(=O)(=O)N3CCCCC3)cn2)CC1	-4%	-1%	3%	2%	-13%[46.1 µM]	1.2%	-7%	4%
O=C(CCN1C(=O)c2ccccc2C1=O)N1CCN(Cc2ccccc2)CC1	0%	3%	-8%	7%	6%	-1.0%	4%	-6%
CCOc1ccccc1N(C)C(=O)c1sc2nc3n(c(=O)c2c1C)CCCC3	u	x	-9%	1%	x	0.0%	x	u
CCCSC1=NC2(CCN(C(=O)NC3CCCCC3)CC2)N=C1c1ccccc1	-12%	x	-4%	3%	x	0.0%	x	4%
CCOc1ccccc1NC(=O)c1nn(C)c2c1CSc1ccccc1-2	-3%	x	11µM*[quencher]	-3%	x	-3.4%	x	-5%
Cc1onc(-c2c(F)cccc2Cl)c1C(=O)Nc1nnc(C2CC2)s1	0%	0%	-16%	-15%	-24%[46.1 µM]	-1.1%	13%	-1%
O=C(Nc1ccc(S(=O)(=O)N2CCOCC2)cc1)c1ccc2ncsc2c1	1%	4%	-19%	7%	-9%	0.1%	-3%	0%
Cc1c(O)ccc2c(CN3CCN(C/C=C/c4ccccc4)CC3)cc(=O)oc12	1%	-1%	-14%	2%	-39%	-1.0%	28%	-5%
CC(C)(C)C(=O)NC1(C(F)(F)F)NC(=O)N(c2ccc(F)cc2)C1=O (stereo not given)	-1%&0%	5%	-4%&-3%	2%&7%	9%	2.5%&-1.0%	-1%	-3%&1%
Cc1nnc(NC(=O)c2ccccc2NC(=O)c2ccccc2)s1	0%	3%	-12%	-1%	21%	0.1%	12%	1%
CCC(=O)N1c2ccc(S(=O)(=O)N3CCN(c4ccccc4Cl)CC3)cc2CC1C (stereo not given)	-1%	x	-23%	6%	x	1.2%	x	-10%
Cc1nnc(SCC(=O)NCCOc2ccc(Cl)cc2)n1-c1ccccc1	-4%	4%	-5%	-5%	-8%[46.1 µM]	-5.7%	7%	-13%
Nc1c(C(=O)NC2CCCCC2)nsc1C(=O)OCC(=O)NC1CCCCC1	-3%	3%	-7%	1%	u	0.0%	14%	-7%
O=C(c1ccc(F)cc1)c1cnc(Nc2ccccc2)s1	0%	-1%	1%	2%	-1%	-1.4%	4%	-3%
COc1ccc(CC(=O)N2CC(=O)Nc3ccc(Br)cc3C2c2ccc(F)cc2)cc1 (stereo not given)	-2%	x	-9%	-3%	x	-0.6%	x	0%
CCn1cc(C(=O)OCC(=O)Nc2ccc(C)c(Cl)c2)c(=O)c2ccc(C)nc21	-16%	x	-6%	0%	x	-0.9%	x	5%

The results go on:
SMILES	TR SRC2 fluor cs	CBFb-RUNX1 inh	Tau fluor counter	TRb SRC2 PPI	NPSR antagonist	Epigenetic reg	GLA spleen mod	Tau fibril FP
COCCCNC(=O)CS(=O)(=O)Cc1nc(-c2ccccc2C)oc1C	-2%	13%	-10%	-5%	-6%[46.1 µM]	-0.8%	-4%	-3%
CC(=O)C1=C(C)NC(SCC(N)=O)=C(C#N)C1c1ccco1 (stereo not given)	1%	-7%	-1%	-5%	7%	-1.2%	5%	4%
COc1cc(CN(C(=O)COc2ccc(Cl)c(C)c2)c2ccccn2)cc(OC)c1OC	-32%	x	-11%	-5%	x	0.8%	x	-1%
CCC(C)NS(=O)(=O)c1ccc(S(=O)(=O)Nc2cc3c(cc2C(C)=O)OCO3)cc1 (stereo not given)	0%	-3%	-23%	-4%	-23%[46.1 µM]	-0.8%	-15%	-7%
CC(=O)N1c2ccc(S(=O)(=O)N3CCCCCC3)cc2CC1C(=O)NCc1ccccc1F (stereo not given)	-4%	x	8%	3%	x	13%	x	3%
CCc1c2c(nc3ccc(OC)cc13)COC2	-1%	-10%	-16%	2%	x	0.4%	-10%	0%
COC(=O)CSc1nnc(-c2ccc(S(=O)(=O)NCc3cccs3)cc2)o1	0%	-1%	-6%	2%	-27%[46.1 µM]	-1.1%	3%	-2%

In the list so far, these contain a tert-butyl group.
SMILES	TR SRC2 fluor cs	CBFb-RUNX1 inh	Tau fluor counter	TRb SRC2 PPI	NPSR antagonist	Epigenetic reg	GLA spleen mod	Tau fibril FP
CCOc1cc(CNCCCN2CCOCC2)ccc1OCC(=O)NC(C)(C)C	0%[53 µM]	4%	0%	0%[53 µM]	-7%	-2.8%	-3%	-5%
CC(C)(C)C(=O)NC1(C(F)(F)F)NC(=O)N(c2ccc(F)cc2)C1=O (stereo not given)	-1%&0%	5%	-4%&-3%	2%&7%	9%	2.5%&-1.0%	-1%	-3%&1%

Assay outcomes (PubChem BioAssay)

These rows are one share of the data; the hit share may differ from the screen's.
